From PubChem
T cell modulator = modulates CD8 T cell binding to vesicles. calls only at 7 µM. 2C CD8+ T cell-vesicle binding, flow cytometry; active compounds read low. 0.068% of 330,000 active. AID 2052;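 active = response, share of CD8 T cells binding vesicles, and their 90th percentile fluorescence all below set limits, cut at about 80% in these data, passing the limit was not always enough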
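Assay system: 2C TCR transgenic mouse naive CD8+ T cells, MACS-purified | Read-out: CD8+ gate FL2 mean fluorescence as % of same-row positive control | Signal: High-throughput flow cytometry with anti-B7-1 and anti-CD8 staining | Timing: Binding step 1.5 h, 37 °C, antibody labelling 20 min, ice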
UTI89 phage lysis = inhibition of K1F phage lysis, E. coli UTI89, bacterial capsule biogenesis inhibitors, alamar blue (AID 488966). E. coli UTI89 K1F phage lysis, alamar blue, 2 h; higher % means a stronger effect. inhibition, % at 100 µM, or IC50 in µM where a hit was titrated. 0.02% of 340,000 active;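 active = phage lysis inhibition, versus mean bacterial control, above a set limit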;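 note: capsule biogenesis inhibitors block K1F phage lysis so surviving cells raise fluorescence; higher fluorescence means more inhibition of phage lysis; actives were called in the ten point dose series up to 300 µM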
RSV antiviral HEp-2 = inhibition of RSV-induced cytopathic effect – HEp-2 cells, primary 10 µM value included (AID 2391); HEp-2 cells, RSV-induced CPE inhibition; higher % means a stronger effect; 0.13% of 310,000 active; CPE inhibition, % at 10 µM; hits with a dose series show IC50 in µM; in the data active = a potency from the dose series; note: strong numbers were not always called active
T cell modulator vesicle-bound % = recorded beside T cell modulator, whose call it bears; double positive events, %; measured here: CD8+ vesicle-bound cell fraction;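 binding gate set so that unloaded-vesicle control wells show 10% double positive cells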
An asterisk follows results filed as active; i = inactive; [ ] = dose if it differs, or a comment. An excerpt. The share of hits here may be higher or lower than overall.

The first 14 records as a preview:
SMILES	T cell modulator	T cell modulator vesicle-bound %	UTI89 phage lysis	RSV antiviral HEp-2
CCCCn1c(N)c(N(CCC)C(=O)C2CCCC2)c(=O)[nH]c1=O	i	44	0.6%[50 µM]	0.3%
Cc1ccc(S(=O)(=O)NCC(=O)OCc2cc(=O)oc3c(C)c(C)ccc23)cc1C	i	38	0.3%[50 µM]	0.8%
CSc1ccccc1C(=O)N1CCN(S(=O)(=O)c2sc(C(=O)O)c(C)c2C(=O)O)CC1	i	27	0.3%[50 µM]	1.6%
Cc1ccc(NC(=O)CSc2nnnn2C2CCCC2)cc1S(=O)(=O)N1CCOCC1	i	40	0.5%[50 µM]	0.7%
CC(=O)Nc1ccc(S(=O)(=O)N(C)CC(=O)OCC(=O)N2CC(C)OC(C)C2)cc1 (stereo not given)	i	47	1.3%[50 µM]	1.7%
Nc1c(Br)c(=O)[nH]c(=O)n1-c1ccccc1	i	31	0.2%	2.2%
CCOCc1c(C(=O)OCC(=O)Nc2ccccc2C(N)=O)oc2ccccc12	i	21	-0.5%[50 µM]	1.2%
Cc1nc2cc(-c3ccccc3)nn2c(N)c1-c1ccccc1	i	17	0.2%	1.4%
Cc1cc(S(=O)(=O)NCCCN2CCOCC2)ccc1Br	i	37	0.6%[50 µM]	0.1%
CCCCCN(C(=O)CCC(=O)OCc1cccc(Br)c1)c1c(N)n(CCCC)c(=O)[nH]c1=O	i	42	0.2%[50 µM]	-2.0%
C1N2CN3CN1CN(C2)C3	i	20	3.7%	2.8%
Cc1ccc(S(=O)(=O)N(C)C)cc1NC(=O)COC(=O)CSc1ccccc1	i	56	1.1%[50 µM]	-1.3%
O=C1COc2ccc(C(=O)COC(=O)/C=C/c3ccc(Br)o3)cc2N1	i	42	-1.6%	2.6%
CC(C)CN(C(=O)c1ccco1)C1CCS(=O)(=O)C1 (stereo not given)	i	35	0.8%[50 µM]	-1.1%

Main list, from the start:
SMILES	T cell modulator	T cell modulator vesicle-bound %	UTI89 phage lysis	RSV antiviral HEp-2
CCCCn1c(N)c(N(CCC)C(=O)C2CCCC2)c(=O)[nH]c1=O	i	44	0.6%[50 µM]	0.3%
Cc1ccc(S(=O)(=O)NCC(=O)OCc2cc(=O)oc3c(C)c(C)ccc23)cc1C	i	38	0.3%[50 µM]	0.8%
CSc1ccccc1C(=O)N1CCN(S(=O)(=O)c2sc(C(=O)O)c(C)c2C(=O)O)CC1	i	27	0.3%[50 µM]	1.6%
Cc1ccc(NC(=O)CSc2nnnn2C2CCCC2)cc1S(=O)(=O)N1CCOCC1	i	40	0.5%[50 µM]	0.7%
CC(=O)Nc1ccc(S(=O)(=O)N(C)CC(=O)OCC(=O)N2CC(C)OC(C)C2)cc1 (stereo not given)	i	47	1.3%[50 µM]	1.7%
Nc1c(Br)c(=O)[nH]c(=O)n1-c1ccccc1	i	31	0.2%	2.2%
CCOCc1c(C(=O)OCC(=O)Nc2ccccc2C(N)=O)oc2ccccc12	i	21	-0.5%[50 µM]	1.2%
Cc1nc2cc(-c3ccccc3)nn2c(N)c1-c1ccccc1	i	17	0.2%	1.4%
Cc1cc(S(=O)(=O)NCCCN2CCOCC2)ccc1Br	i	37	0.6%[50 µM]	0.1%
CCCCCN(C(=O)CCC(=O)OCc1cccc(Br)c1)c1c(N)n(CCCC)c(=O)[nH]c1=O	i	42	0.2%[50 µM]	-2.0%
C1N2CN3CN1CN(C2)C3	i	20	3.7%	2.8%
Cc1ccc(S(=O)(=O)N(C)C)cc1NC(=O)COC(=O)CSc1ccccc1	i	56	1.1%[50 µM]	-1.3%
O=C1COc2ccc(C(=O)COC(=O)/C=C/c3ccc(Br)o3)cc2N1	i	42	-1.6%	2.6%
CC(C)CN(C(=O)c1ccco1)C1CCS(=O)(=O)C1 (stereo not given)	i	35	0.8%[50 µM]	-1.1%
Cc1ccc(S(=O)(=O)NCCC(=O)NC(C)CCc2ccccc2)cc1 (stereo not given)	i	17	0.5%[50 µM]	-2.1%
Cc1ccc(/C=C/S(=O)(=O)NCC(=O)OCC(=O)Nc2ccc(C(N)=O)cc2)cc1	i	51	1.4%[50 µM]	-2.0%
CC1CCN(C(=O)COC(=O)c2cc([N+](=O)[O-])ccc2N2CCOCC2)CC1	i	44	1.8%[50 µM]	-1.5%
CCOc1ccc(NC(=O)CN(C)C(=O)CSCc2c(C)noc2C)cc1OCC	i	17	1.5%[50 µM]	1.8%
CC(C)(C)OC(=O)NCCCC[C@@H](C(=O)NCCCCCCCCCCC(=O)N1CCN(C(=O)OC(C)(C)C)CC1)n1cc(CCO)nn1	i	32	-0.1%	20%
O=C(Nc1ncccc1O)c1ccc(Cl)c(S(=O)(=O)N2CCCCC2)c1	i	49	1.5%[50 µM]	-0.4%
O=C(NCc1ccc(F)cc1)c1ccc(S(=O)(=O)N2CCCCC2)cc1	i	18	0.9%[50 µM]	0.3%
CCOc1ccc(/C=N/NC(=O)c2ccccc2O)cc1CN1CC2CC(C1)c1cccc(=O)n1C2 (stereo not given)	i	24	-0.3%	2.3%
CC(C)Oc1ccc(S(=O)(=O)N2CCCCC2)cc1NC(=O)C1CSC2(C)CCC(=O)N12 (stereo not given)	i	41	0.2%[50 µM]	2.1%
O=C(CN1C(=O)c2ccccc2S1(=O)=O)NCc1c(F)cccc1F	i	42	1.1%[50 µM]	0.2%
CN(C)CCN(C(=O)CN1C(=O)c2ccccc2C1=O)c1nc2cc3c(cc2s1)OCCO3	i	35	1.3%[50 µM]	-0.7%
CC(C)(C)N(Cc1ccccc1)C(=O)COC(=O)c1ccc(Br)o1	i	44	0.1%[50 µM]	2.5%
C[C@H]1CCC(=O)N(CCSc2ccc(Br)cc2)CC1	i	14	1.6%	0.1%
CCCCn1c(N)c(N(CC(C)C)C(=O)c2cccc(S(=O)(=O)N3CCCCC3)c2)c(=O)[nH]c1=O	i	23	0.4%[50 µM]	-0.6%
O=C(Nc1ccncc1)C1CCN(S(=O)(=O)c2c(Cl)cccc2Cl)CC1	i	22	1.0%[50 µM]	9.3%
O=C(NCc1ccccc1F)c1cccc(S(=O)(=O)N2CCCCCC2)c1	i	45	0.8%[50 µM]	0.7%
CCOc1ccc(S(=O)(=O)N2CCCC(C(=O)NCc3ccccn3)C2)cc1Cl (stereo not given)	i	36	0.5%[50 µM]	-0.3%
C=C[C@@H]1c2cc(C)ccc2N(S(=O)(=O)c2ccc(C)cc2)[C@H](c2ccccc2C(F)(F)F)C1(C#N)C#N	i	24	2.0%	4.8%
Brc1ccc(C[n+]2ccccc2)cc1	i	49	2.8%	1.8%
COc1ccccc1CN(C)c1ccc(S(=O)(=O)N2CCN(C)CC2)cn1	i	22	0.8%[50 µM]	-0.1%
CC1CCN(C(=O)c2nc[nH]c2C(=O)N2CCc3ccccc3C2)CC1	i	35	1.0%	0.9%
c1ccc(Nc2ccccc2)cc1	i	35	1.1%[50 µM]	-1.3%
CC12CCC(=O)N1C(C(=O)Nc1ccc(Cl)c(S(=O)(=O)N3CCCCC3)c1)CS2 (stereo not given)	i	21	1.4%[50 µM]	20%
CNc1snc(C)c1C(=O)OC(C)C(=O)Nc1cccc(OC)c1 (stereo not given)	i	31	0.4%[50 µM]	0.6%
Cc1ccc(NC(=O)CCCOc2ccccc2)cc1S(=O)(=O)N1CCOCC1	i	5	-0.2%	1.1%
NS(=O)(=O)c1cc2c(cc1Cl)NC(C1CC3C=CC1C3)NS2(=O)=O (stereo not given)	i	26	1.5%	0.2%
O=C(NCCOc1ccccc1)c1ccc2n[nH]nc2c1	i	35	1.0%[50 µM]	0.1%
CC(C)(C)N(Cc1ccccc1)C(=O)COC(=O)c1ccccc1SCC(=O)N1CCCC1	i	30	-0.5%[50 µM]	1.4%
COc1cccc(C(=O)NNC(=O)c2ccc3ccccc3c2O)c1	i	8	0.1%	5.5%
CC(=O)c1ccc(NC(=O)CSc2nnc(-c3ccncc3)o2)cc1	i	15	1.2%[50 µM]	1.1%
NC(=O)C1CC(=O)N(c2ccc(OCC(=O)Nc3ccc(F)cc3)cc2)C1 (stereo not given)	i	13	0.8%[50 µM]	0.3%
COc1ccc(/C=N/N2C(=O)CSC2=S)cc1Br	i	22	0.6%	1.8%
CCN(CC(=O)Nc1c(F)cccc1F)C(=O)CCCOc1ccc(OC)cc1	i	55	1.2%	0.3%
Cc1cc(C)n(C(C)Sc2ccccc2)n1 (stereo not given)	i	43	3.4%	-0.3%
CCCCc1nnc(NC(=O)c2oc3ccccc3c2C)s1	i	56	0.9%[50 µM]	0.9%
CCn1cnc2c([N+](=O)[O-])c(NS(=O)(=O)c3ccc(C)cc3)ccc21	i	33	1.3%	-0.5%
CCC1(CC)Cc2ccccc2-c2[nH]c(=S)[nH]c(=O)c21	i	26	0.9%	4.8%
COc1ccc(NC(=O)CN(C)C(=O)c2cccc(Oc3ccccc3)c2)cc1	i	30	-0.1%[50 µM]	2.8%
O=C(CNS(=O)(=O)c1ccc(Br)cc1Cl)OCC(=O)N1CCCC1=O	i	28	0.5%[50 µM]	0.0%
OCC[C@H]1C[C@@H](O)[C@H](O)[C@]2(CCCc3ccccc3O2)O1	i	22	-0.1%	0.2%
N#Cc1ccccc1OCC(=O)OCC(=O)NC1CCCC1	i	24	1.6%[50 µM]	1.1%
Cc1ccc(S(=O)(=O)N2CCN(C(=O)CSc3ccccn3)CC2)c(C)c1	i	19	0.7%[50 µM]	16%
Cc1nc(Cc2nnc(SCC(=O)N(C)c3ccccc3)o2)cs1	i	50	-0.1%	0.2%
Cc1ccc(CN2CC(C(=O)N3CCN(S(=O)(=O)c4cc(C)ccc4C)CC3)CC2=O)cc1 (stereo not given)	i	50	-0.3%[50 µM]	10%
O=C(c1cccc(S(=O)(=O)NCc2ccc3c(c2)OCO3)c1)N1CCCC1	i	39	0.1%[50 µM]	1.6%
CC(C)(CNC(=O)c1ccccc1F)CNC(=O)c1ccccc1F	i	14	2.8%	1.6%
(listing goes on)
SMILES	T cell modulator	T cell modulator vesicle-bound %	UTI89 phage lysis	RSV antiviral HEp-2
CC(=O)c1cccc(NC(=O)CSc2nnc(-c3ccncc3)o2)c1	i	28	0.4%[50 µM]	0.5%
Cc1cc(C)c2nc(N(CCCN(C)C)C(=O)C3=COCCO3)sc2c1	i	36	1.9%[50 µM]	-2.6%
Cc1ccc(NC(=O)c2ccc3c(=O)n4c(nc3c2)CCCCC4)nc1	i	37	1.2%[50 µM]	-0.3%
c1cn2c(NC3CCCCC3)c(-c3ccc(SC4CCCCC4)cc3)nc2cn1	i	48	0.5%	-1.9%
Cc1cc(C)n2nc(C(=O)OC(C)C(=O)c3ccccc3)nc2n1 (stereo not given)	i	3	0.7%[50 µM]	-0.7%
NC(=O)c1ccc(NC(=O)CSc2nnc(-c3ccc4c(c3)OCO4)o2)cc1	i	40	1.3%[50 µM]	4.7%
O=C(c1ccc(-n2cncn2)c([N+](=O)[O-])c1)N1CCN(S(=O)(=O)c2ccc(Br)cc2)CC1	i	36	0.8%[50 µM]	-1.8%
COc1cc(/C=C/C(=O)OCC(=O)N2c3ccccc3CC2C)cc(OC)c1OC (stereo not given)	i	22	0.2%[50 µM]	1.1%
CC(C)(C)c1ccc(C(=O)NCCN2CCOCC2)cc1	i	42	-2.0%	-0.4%
Cn1cc(S(=O)(=O)NC2CCCC2)c(=O)n(C)c1=O	i	50	1.5%[50 µM]	2.2%
O=C(CN1C(=O)NC2(CCOc3ccccc32)C1=O)c1ccc[nH]1 (stereo not given)	i	54	-1.3%	-0.5%
Cc1cccc(NC(=O)c2ccc(Cl)c(S(=O)(=O)N3CCCCCC3)c2)n1	i	48	0.3%[50 µM]	0.7%
CC(C)(C)c1ccc(OCCC(=O)OCC(=O)NC(=O)NC2CCCC2)cc1	i	58	-1.4%[50 µM]	0.8%
N=c1c(S(=O)(=O)c2ccccc2)cc2c(=O)n3ccccc3nc2n1Cc1cccnc1	i	54	0.9%[50 µM]	0.9%
CC(OC(=O)CCc1ccccc1)C(=O)Nc1ccc(Cl)cn1 (stereo not given)	i	59	1.0%[50 µM]	0.6%
CCC(C)NC(=O)CSc1nc2cc(S(=O)(=O)N3CCOCC3)ccc2n1CC (stereo not given)	i	31	1.6%[50 µM]	-0.8%
CCc1nc2ccccc2c(=O)n1/N=C/c1ccc(OC)cc1	i	31	-0.8%	3.1%
COc1ccc(OC)c(NC(=O)CSc2nc(=O)n(CCN3CCOCC3)c3c2CCC3)c1	i	55	1.7%[50 µM]	0.3%
CC(=O)NCc1ccc(-c2csc(NC(=O)CCCc3nc4ccccc4c(=O)[nH]3)n2)cc1	i	37	0.8%[50 µM]	0.0%
Cc1ccccc1-c1cc(C(=O)O)n(CC2CC(c3cccnc3)=NO2)n1 (stereo not given)	i	32	-0.1%	-0.1%
